Compound activity from PubChem.
Salmonella PhoP GFP: PhoP regulon inhibitors, Salmonella typhi PhoP promoter GFP reporter, confirmatory (AID 1850). Salmonella Typhi PhoP-promoter GFP reporter, fluorescence, 4 h; higher % means a stronger effect. inhibition, % at 50 µM, or IC50 in µM where a hit was titrated. 310,000 tested, 0.33% active; in the data active means a potency from the dose series; inconclusive means inhibition mostly from about 25% at the one dose, without a potency; inactive means the rest, 99 in 100 with inhibition below about 19%;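 further: 0% = induced wells with vehicle and 100% = uninduced wells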
M. tuberculosis: growth inhibition of non-replicating M. tuberculosis (AID 488890); inhibition, % at 25 µM, or IC50 in µM where a hit was titrated; 320,000 tested, 0.39% active; Mycobacterium tuberculosis non-replicating, growth inhibition; higher % means a stronger effect; in the data active means a potency from the dose series; inconclusive means inhibition mostly from about 82% at the one dose, without a potency; inactive means the rest, 99 in 100 with inhibition below about 76%;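 further: plate controls were DMSO cells for no effect and high antibiotic wells for full effect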
VEEV TC-83 Vero: inhibitors of VEEV TC-83 cytopathic effect, confirmation, Vero cells (AID 588727). Vero cells, VEEV TC-83 cytopathic effect inhibition; higher % means a stronger effect. one-dose inhibition, % at 20 µM; IC50 in µM for titrated hits. 350,000 tested, 0.13% active; in the data active means a potency from the dose series; inconclusive means inhibition mostly from about 14% at the one dose, without a potency; inactive means the rest, 99 in 100 with inhibition below about 12%; further: strong numbers were not always called active
H1N1 NS1A inhibition: H1N1 influenza NS1A inhibitors, functional cell based assay (AID 504329) | NS1A functional cell-based assay, percent inhibition; higher % means a stronger effect | inhibition, % at 12.5 µM; hits with a dose series show IC50 in µM | 340,000 tested, 0.3% active; in the data active means a potency from the dose series; inconclusive means inhibition above about 27% without an active follow-up result; further: strong numbers were not always called active
H37Rv inhibition: M. tuberculosis growth inhibition, HTS (AID 449762); M. tuberculosis H37Rv growth inhibition, 7H9 media; higher % means a stronger effect; inhibition, % at 25 µM, or IC50 in µM where a hit was titrated; 330,000 tested, 0.59% active; in the data active means a potency from the dose series; inconclusive means inhibition above about 70% without an active follow-up result;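 further: bacterial growth assessed after seven days of incubation; strong numbers were not always called active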
VEEV TC-83 Vero 10K pilot screen: recorded beside VEEV TC-83 Vero, whose call it bears; inhibition, %; measured here: 10K pilot screen inhibition
Active calls of the source: *; i = inactive; ? = inconclusive; · = not tested or not shown.

SMILES	Salmonella PhoP GFP	M. tuberculosis	VEEV TC-83 Vero	H1N1 NS1A inhibition	H37Rv inhibition	others
O=S(=O)(c1ccc(Br)c2nsnc12)N1CCOCC1	3%	-8%	2.4%	0%	3%
COC(=O)C1=Cc2cc(OC)cc([N+](=O)[O-])c2OC1N1CCOCC1 (stereo not given)	-4%	0%	1.2%	1%	-1%
COc1ccc(CC(=O)OCC(=O)NCc2ccco2)cc1OC	1%	7%	0.5%	-13%	-4%
Cc1ccc(-c2nc(N)sc2-c2ccccc2)cc1C	5%	32%	2.4%	-1%	11%
CC(C)(C)OC(=O)N1CCC[C@H]1c1nnc(SCc2ccccc2Cl)o1	-3%	8%	3.1%	0%	-3%
COc1ccc(OCC(=O)Nc2ccc(Cl)cc2C(=O)c2ccccc2)cc1	-2%	-6%	0.6%	-5%	-7%
O=C1OC(Nc2ncccn2)c2ccccc21 (stereo not given)	-14%	-5%	1.9%	0%	2%
CSc1nc(N)nc(SCC(=O)C23CC4CC(CC(C4)C2)C3)c1C#N	-1%	47%	i	8%	?
O=C(Nc1cccc(S(=O)(=O)NC2=NCCC2)c1)C1CC(=O)N(c2ccc3c(c2)OCCO3)C1 (stereo not given)	2%	-12%	0.1%	7%	-10%
CN(C)S(=O)(=O)c1cccc(C(=O)OCC(=O)NCc2ccccc2)c1	4%	-4%	2.3%	3%	-6%
CCCCn1c(SCc2cccc([N+](=O)[O-])c2)nc2ccsc2c1=O	-4%	2%	1.5%	6%	5%
O=C(CN1C(=O)COc2ccc(S(=O)(=O)N3CCCC3)cc21)NCc1ccccn1	1%	-6%	0.2%	10%	-6%
COc1ccc(NC(=O)C2C3C=CC4(CN(Cc5cccnc5)C(=O)C24)O3)c(OC)c1 (stereo not given)	13%	-2%	0.7%	3%	-8%
O=C(CN1C(=O)c2cccc3cccc1c23)NCc1ccccn1	4%	-13%	8.8%	6%	-2%
COc1ccccc1-n1nnnc1SCC(=O)NCC1(N2CCOCC2)CCCCC1	·	-7%	2.8%	0%	8%
CCOC(=O)c1cnc2c(Cl)cc(Cl)cc2c1NCCOCCO	2%	4%	1.9%	-6%	-4%
CCOC(=O)C1=C(C)N(C)C(=S)NC1c1ccc(Cl)cc1Cl (stereo not given)	8%	40%	0.7%	-8%	6%
O=C(COC(=O)c1ccc(OC(F)F)cc1)NCCNC(=O)COC(=O)c1ccc(OC(F)F)cc1	-5%	4%	1.2%	7%	-1%
Fc1ccc(-n2nnnc2-c2ccccc2Cl)cc1	0%	-3%	0.5%	-12%	3%
COc1ccc(-c2nc(C#N)c(N3CCC(C)CC3)o2)cc1	-8%	-2%	1.0%	-9%	14%
COCCNS(=O)(=O)c1cc(C)c(C)cc1C	6%	23%	i	-1%	3%
COc1ccc(NC(=O)CCCn2c(=O)oc3ccccc32)cc1Cl	1%	16%	0.1%	4%	66%
S=C1NCN(Cc2cccnc2)CN1Cc1ccccc1	-1%	-8%	i	-5%	4%
CC(=O)Nc1ccc(Nc2nc(-c3sc(NC(C)=O)nc3C)cs2)cc1	-2%	-6%	2.2%	2%	-1%
CCN=C1SC(CC(=O)NC2CCCCC2)C(=O)N1CC (stereo not given)	-3%	-5%	1.3%	-2%	53%
SMILES	Salmonella PhoP GFP	M. tuberculosis	VEEV TC-83 Vero	H1N1 NS1A inhibition	H37Rv inhibition	others
O=C(CN(c1ccc(F)cc1)S(=O)(=O)c1ccccc1)Nc1ccccc1C(=O)O	-8%	11%	1.6%	-6%	9%
Cc1cc2cc(CN3C(=O)c4ccccc4C3=O)ccc2n1C	-6%	49%	1.1%	14%	-1%
C=CCc1cc(OC)ccc1OCCON1C(=O)CCC1=O	-1%	-16%	0.8%	-1%	5%
CCN(CCCNC(=O)C1CCN(S(=O)(=O)c2cnc[nH]2)CC1)c1cccc(C)c1	3%	16%	0.9%	-2%	1%
O=c1c2[nH]c3ccc(F)cc3c2nc2n1CCS2	-13%	3%	2.4%	-5%	3%
CC1CC(C)CN(CC(=O)Nc2cc(S(=O)(=O)N3CCOCC3)ccc2N2CCCC2)C1 (stereo not given)	·	21%	i	-18%	-8%
Cc1ccc(OCC(=O)N2CCN(C3=NS(=O)(=O)c4ccccc43)CC2)cc1	3%	-3%	i	-14%	3%
CC(C)(C)[C@H]1COC(=O)[C@@H](NC(=O)OCC2c3ccccc3-c3ccccc32)C/C=C\C[C@@H](CC(=O)N[C@@H](CO)Cc2ccccc2)C(=O)N1	·	?	1.1%	4%	?
O=C(/C(=C(\O)c1ccccc1)c1nc2ccccc2[nH]1)c1ccccc1	3%	14%	1.8%	-11%	4%
Cc1nn(-c2ccccc2)nc1C(=O)Oc1cc(C(F)(F)F)nn1-c1ccccc1	6%	-7%	0.4%	9%	-2%
Cc1cc(C)c(S(=O)(=O)c2ccccc2)c(OC(=O)c2c(F)cccc2F)n1	5%	9%	2.1%	6%	9%
O=C(COC(=O)c1cccs1)Nc1ccccc1[N+](=O)[O-]	-20%	?	1.0%	7%	22%
Cc1nc(-c2ccccc2)cs1	-10%	-9%	0.7%	3%	0%
Cc1cccc(-n2c(=S)[nH]c3sc4c(c3c2=O)CCc2ccccc2-4)c1	·	·	1.2%	4%	·	VEEV TC-83 Vero 10K pilot screen=1.3
COc1cccc(/C=C2\SC(=S)N(CCCC(=O)NC3=NCCS3)C2=O)c1	-21%	1%	2.9%	-9%	2%
C[C@H]1CN([C@@H](C)CO)C(=O)c2cccc(NS(=O)(=O)c3ccc(F)cc3)c2O[C@H]1CN(C)Cc1ccc(Cl)c(Cl)c1	·	29%	1.1%	-8%	4%
Cc1ccc(C(=O)N2CCCC(Nc3cccc(F)c3)C2)cc1N1CCNC1=O (stereo not given)	-2%	4%	2.8%	0%	-5%
O=C(NNC(=O)c1ccccc1F)c1cccs1	15%	-11%	0.4%	-7%	0%
COc1ccc(NS(=O)(=O)c2ccc(C(=O)N3CCN(Cc4ccccc4)CC3)cc2)cc1	-8%	29%	1.6%	12%	12%
CCOC(=O)C1=CN(Cc2cccc(F)c2)S(=O)(=O)N(C)C1CCc1ccccc1 (stereo not given)	·	·	1.6%	-3%	·
COc1ccc(C(=O)N2CCC(O)(c3ccc(Cl)cc3)CC2)cc1OC	-4%	32%	0.1%	-6%	-1%
CC(=O)C(C(C)=O)C1(O)C(=O)c2ccccc2C1=O	-7%	-13%	0.5%	3%	1%	VEEV TC-83 Vero 10K pilot screen=0.3
O=c1oc(-c2cccnc2)nc2ccccc12	4%	29%	1.2%	1%	5%
CCCCCCCCn1cnc2c(N)c(C)c(C)cc21	-2%	66%	i	-23%	37µM*	VEEV TC-83 Vero 10K pilot screen=0.0
COc1cc(C(=O)N/N=C/c2ccc(OC(=O)c3cccc(C)c3)c(OC)c2)ccc1O	30%	56%	9.5%	1%	6%

The closing 2 entries of the part above come first, to join the parts.
SMILES	Salmonella PhoP GFP	M. tuberculosis	VEEV TC-83 Vero	H1N1 NS1A inhibition	H37Rv inhibition	others
CCCCCCCCn1cnc2c(N)c(C)c(C)cc21	-2%	66%	i	-23%	37µM*	VEEV TC-83 Vero 10K pilot screen=0.0
COc1cc(C(=O)N/N=C/c2ccc(OC(=O)c3cccc(C)c3)c(OC)c2)ccc1O	30%	56%	9.5%	1%	6%
COCCN(C(=O)CSc1nnc(-c2ccc(Cl)cc2)o1)c1c(N)n(CC(C)C)c(=O)[nH]c1=O	-6%	26%	3.6%	-9%	-17%
C=CCn1c(SCC(=O)NC(=O)NC)nnc1C1CCCCC1	-21%	-3%	1.9%	-2%	-11%
COc1cc(C(=O)NNC(=O)c2cccn2C)cc(OC)c1OC	3%	-4%	7.5%	-4%	-6%
COc1ccc(CCNCC(O)COc2cccc(Br)c2)cc1 (stereo not given)	20%	46%	i	6%	16%
COc1ccccc1CNC(=O)CCCn1nc(C)c2c(C)n(-c3ccccc3)nc2c1=O	-5%	·	i	-11%	-6%
CCC(C)[C@H]1CNCCN1CCc1cccc(F)c1 (stereo not given in full)	-2%	-3%	i	12%	2%
Cc1noc(C)c1CN1C(=O)NC2(CCc3ccccc3C2)C1=O (stereo not given)	-4%	-4%	i	-9%	-1%
Cc1ccc(C)c(OCc2cc(C(=O)NC3CCOC(C)(C)C3)no2)c1 (stereo not given)	-7%	4%	9.7%	-8%	-3%
CCOC(=O)c1[nH]c(COC(=O)c2ccccc2NC(=O)c2ccco2)c(C(=O)OCC)c1C	-14%	18%	1.1%	1%	-4%	VEEV TC-83 Vero 10K pilot screen=3.3
CCCCCC(=O)Nc1ccc(N2CCN(C(=O)CCC)CC2)cc1	7%	-13%	0.3%	0%	2%
O=C(Nc1nnc(SCc2cccnc2)s1)C1CC(=O)N(c2ccccc2)C1 (stereo not given)	-4%	-10%	1.5%	-5%	-7%
COc1ccc2c(c1)CCc1cn3nc(C)cc3nc1-2	-3%	38%	4.4%	-29%	10%
O=C(NCc1ccc(N2CCCC2=O)cc1)Nc1ccccc1	-4%	5%	2.0%	1%	-8%
Cc1ccccc1C(=O)Nc1ccccc1NC(=O)c1ccccc1C	7%	-2%	5.8%	3%	7%
O=c1[nH][nH]c2cc(=O)n(-c3ccc(Cl)cc3)nc12	-8%	25%	0.6%	-1%	6%
COCc1cc(=O)[nH]c(=S)[nH]1	-5%	-3%	0.6%	-6%	3%
Cc1ccc(N2CCN(CCCCN3C(=O)C4CCCN4C3=O)CC2)cc1 (stereo not given)	-3%	12%	i	-5%	5%
O=C1C=C(c2ccc(-c3ccccc3)cc2)C[C@@H](c2ccc(Cl)cc2)C1	·	-18%	0.8%	-6%	-3%

Structural class, the compounds so far containing a Cl atom.
SMILES	Salmonella PhoP GFP	M. tuberculosis	VEEV TC-83 Vero	H1N1 NS1A inhibition	H37Rv inhibition	others
CC(C)(C)OC(=O)N1CCC[C@H]1c1nnc(SCc2ccccc2Cl)o1	-3%	8%	3.1%	0%	-3%
COc1ccc(OCC(=O)Nc2ccc(Cl)cc2C(=O)c2ccccc2)cc1	-2%	-6%	0.6%	-5%	-7%
CCOC(=O)c1cnc2c(Cl)cc(Cl)cc2c1NCCOCCO	2%	4%	1.9%	-6%	-4%
CCOC(=O)C1=C(C)N(C)C(=S)NC1c1ccc(Cl)cc1Cl (stereo not given)	8%	40%	0.7%	-8%	6%
Fc1ccc(-n2nnnc2-c2ccccc2Cl)cc1	0%	-3%	0.5%	-12%	3%
COc1ccc(NC(=O)CCCn2c(=O)oc3ccccc32)cc1Cl	1%	16%	0.1%	4%	66%
C[C@H]1CN([C@@H](C)CO)C(=O)c2cccc(NS(=O)(=O)c3ccc(F)cc3)c2O[C@H]1CN(C)Cc1ccc(Cl)c(Cl)c1	·	29%	1.1%	-8%	4%
COc1ccc(C(=O)N2CCC(O)(c3ccc(Cl)cc3)CC2)cc1OC	-4%	32%	0.1%	-6%	-1%
COCCN(C(=O)CSc1nnc(-c2ccc(Cl)cc2)o1)c1c(N)n(CC(C)C)c(=O)[nH]c1=O	-6%	26%	3.6%	-9%	-17%
O=c1[nH][nH]c2cc(=O)n(-c3ccc(Cl)cc3)nc12	-8%	25%	0.6%	-1%	6%
O=C1C=C(c2ccc(-c3ccccc3)cc2)C[C@@H](c2ccc(Cl)cc2)C1	·	-18%	0.8%	-6%	-3%
